OTUD3 inh – human OTUD3 deubiquitinase inhibition; AID 1645858; inhibition, % at 25 µM; purified OTUD3, Ub-rhodamine fluorescence, 2 h; 47,000 tested, 0.7% active; Q5T2D3
USP17 inh – blocks human USP17 ubiquitin-rhodamine cleavage; A8MUK1; purified USP17, Ub-rhodamine cleavage fluorescence, 3 h; inhibition, % at 50 µM; 47,000 tested, 6.5% active
USP30 inh – blocks human USP30 ubiquitin-rhodamine cleavage; 47,000 tested, 5.3% active; AID 1645860; purified USP30, Ub-rhodamine cleavage fluorescence; Q70CQ3; inhibition, % at 25 µM
UCHL1 block – human UCHL1 deubiquitinase inhibition; P09936; purified UCHL1, Ub-rhodamine cleavage fluorescence; inhibition, % at 20 µM; 47,000 tested, 0.2% active; AID 1645859
USP8 inh – blocks human USP8 ubiquitin-rhodamine cleavage | P40818 | purified USP8, Ub-rhodamine cleavage fluorescence, 30 min | inhibition, % at 20 µM | 47,000 tested, 4.2% active | AID 1645853
USP7 block – blocks human USP7 ubiquitin-rhodamine cleavage. purified USP7, Ub-rhodamine cleavage fluorescence. inhibition, % at 20 µM. 47,000 tested, 0.3% active
USP10 inh – blocks human USP10 ubiquitin-rhodamine cleavage; AID 1645856; purified USP10, Ub-rhodamine fluorescence, 60 min; inhibition, % at 20 µM; 47,000 tested, 1.1% active
Target sequence (Q14694 whole entry, looked up): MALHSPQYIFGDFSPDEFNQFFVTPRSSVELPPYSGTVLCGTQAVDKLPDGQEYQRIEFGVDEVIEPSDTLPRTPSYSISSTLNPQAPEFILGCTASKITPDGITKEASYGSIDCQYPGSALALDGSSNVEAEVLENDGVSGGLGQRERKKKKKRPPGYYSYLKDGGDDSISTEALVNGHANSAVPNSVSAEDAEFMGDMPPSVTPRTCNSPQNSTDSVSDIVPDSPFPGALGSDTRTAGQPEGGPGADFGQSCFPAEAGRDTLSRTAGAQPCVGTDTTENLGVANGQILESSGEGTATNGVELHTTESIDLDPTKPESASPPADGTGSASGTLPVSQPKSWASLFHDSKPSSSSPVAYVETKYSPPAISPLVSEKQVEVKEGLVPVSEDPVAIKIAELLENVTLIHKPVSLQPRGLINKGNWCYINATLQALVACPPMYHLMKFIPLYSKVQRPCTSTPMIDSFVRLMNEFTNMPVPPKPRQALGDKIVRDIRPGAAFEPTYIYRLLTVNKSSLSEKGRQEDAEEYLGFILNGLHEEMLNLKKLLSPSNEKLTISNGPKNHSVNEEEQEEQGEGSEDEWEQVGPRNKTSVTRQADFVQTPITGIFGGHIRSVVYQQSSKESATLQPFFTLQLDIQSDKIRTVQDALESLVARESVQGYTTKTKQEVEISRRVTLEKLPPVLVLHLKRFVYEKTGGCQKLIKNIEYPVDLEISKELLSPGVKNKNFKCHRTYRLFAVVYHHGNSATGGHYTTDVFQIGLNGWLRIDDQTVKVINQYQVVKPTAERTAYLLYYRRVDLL
USP28 block – inhibitors of human USP28 deubiquitinase; Q96RU2; purified USP28, Ub-rhodamine cleavage fluorescence, 30 min; inhibition, % at 25 µM; 47,000 tested, 3% active
* hit, by the source's call; i = inactive; . = no result given. No stated cut-off is given here; in the data, active means inhibition above about 30%; inactive means the rest.

SMILES	OTUD3 inh	USP17 inh	USP30 inh	UCHL1 block	USP8 inh	USP7 block	USP10 inh	USP28 block
O=C(Nc1ccccc1)c1ccc(-c2ccc(N3CCCC3)nn2)cc1	13.0	22.1	38.7*	0.0	15.1	7.1	0.9	21.5
Cn1c(Cn2cnc(Cl)c2Cl)nc2ccccc21	0.7	-0.6	0.5	-1.7	9.1	-8.6	-2.5	21.2
O=C(COc1ccc(Cl)cc1)Nc1cc2c3c(c1)CCN3C(=O)CC2	0.3	1.6	9.4	0.1	5.0	0.2	-6.7	28.5
Cc1ccc(NC(=O)N2CCCn3nnc(COCC4CC4)c3C2)cc1	10.9	1.4	12.3	8.3	-5.5	-3.4	-0.9	2.8
COc1ccc2[nH]cc(CCNC(=O)Cc3csc(-c4ccc(OC)c(OC)c4)n3)c2c1	9.1	14.6	12.2	4.4	10.3	4.8	-2.7	4.7
Cc1ccc(-c2nc3c(c(=O)c4ccccc4n3C)c(=O)n2-c2ccc(F)cc2)cc1	-4.9	43.4*	7.3	-3.2	-2.2	.	4.1	-2.3
C[C@H](NC(=O)C1(c2ccccc2)CCN(C(=O)[C@@H]2Cc3ccccc3CN2C(=O)OC(C)(C)C)CC1)C(=O)O	8.8	16.7	13.5	0.5	17.5	1.3	4.0	8.3
CN1CC2CN(Cc3ccc(Cl)cc3)CCN2Cc2ccccc21 (stereo not drawn)	-205.4	-164.8	i	-26.9	-278.3	-22.9	-2.3	-233.3
CCN1C[C@H]2CN(C)c3ccccc3[C@@H]2N(C(=O)COC)CCC1=O	0.5	-13.4	.	0.0	-17.4	-1.2	-3.2	.
COCCN1C[C@@]23CN(C(=O)c4ccccn4)C[C@@H](C[C@@H]2S1(=O)=O)O3	7.4	6.3	19.4	5.0	12.1	8.6	3.6	6.4
COc1ccc(C(=O)Nc2ccccc2C(=O)NC(Cc2ccc(O)cc2)C(=O)NNC(=O)Cc2ccc(OC)c(OC)c2)cc1 (stereo not drawn)	-2.1	31.3*	30.8*	2.8	8.4	4.8	66.6*	24.3
COc1ccc(-c2noc(-c3ccc(OCC(=O)NCc4ccccc4OC)cc3)n2)cc1	-9.3	0.3	-36.0	1.0	-18.6	0.6	5.3	-8.3
Cc1nnc(-c2csc(S(=O)(=O)NC3CCCCC3)c2)o1	11.0	4.8	19.0	2.0	12.1	4.9	0.3	5.8
Cc1ccc(C)c(Cn2c(CN3CCOCC3)nc3c2c(=O)n(C)c(=O)n3C)c1	-0.8	0.1	-0.3	1.0	-0.7	1.5	-1.6	-3.1
O=C(Cc1ccc(F)cc1)N1CCC(n2c(=O)[nH]c3cncnc32)CC1	-12.2	-14.3	-25.0	-6.5	-5.0	-4.6	-0.1	-9.6
O=C(Cc1ccc(F)cc1)N1CCCC(n2c(=O)[nH]c3cncnc32)C1 (stereo not drawn)	-9.4	-10.4	-44.5	-11.9	-10.8	-9.0	-3.2	-17.8
CC1CCN(S(=O)(=O)c2ccc(C(=O)Nc3ccc(S(N)(=O)=O)cc3)cc2)CC1	0.4	10.1	67.9*	0.3	13.3	1.1	-0.1	21.3
COc1ccc(-c2ccc(-c3nnn(CCN4CCCCC4)n3)cc2)cc1	6.8	17.9	0.5	-3.0	46.6*	0.1	8.7	3.6
Cc1cccc(Nc2cccc(C3CCCN3CC(N)=O)n2)n1 (stereo not drawn)	-0.5	-27.6	0.4	-1.3	-177.1	-0.3	1.0	-7.9
C/C=C/C=C/CCc1c(O)cc(CC=C(C)C)c(O)c1C=O	-2.1	45.0*	-50.9	-9.9	-68.4	-14.0	-1.2	14.7
O=C(CCC1CCCN(c2cc(NC3CC3)ncn2)C1)NCc1ccccc1F (stereo not drawn)	-25.1	-35.0	-111.5	-9.7	-145.7	-33.5	-10.8	-14.0
O=C(NCCN1CCOCC1)c1nc2c(s1)CCCN2C(=O)C1CC1	2.8	-31.3	-29.9	-1.6	-117.2	2.2	-8.8	-0.2
CCN(CCCNC(=O)c1ccc2c(c1)NC(=O)CN2)c1cccc(C)c1	-24.0	-42.8	-104.0	-5.0	-40.5	-0.9	-5.7	-39.0
COc1ccc2c(c1)OC[C@@H](Cc1ccccc1)N(Cc1ccncc1)[C@H]2C	13.2	6.1	21.6	8.8	3.6	7.8	13.4	9.0
CC1(C)CC(NC(=O)c2ccc(-c3ccc([N+](=O)[O-])cc3)o2)CC(C)(C)N1	15.5	0.3	16.8	2.6	-229.7	0.6	-0.9	5.3
Going on with the list:
SMILES	OTUD3 inh	USP17 inh	USP30 inh	UCHL1 block	USP8 inh	USP7 block	USP10 inh	USP28 block
O=C1COc2ccc(Cl)cc2CN1Cc1ccccc1	1.5	-2.0	9.6	0.1	-1.9	-10.6	1.4	2.9
CSc1ccc([C@H]2[C@@H](C(=O)O)c3ccccc3C(=O)N2Cc2ccc(F)cc2)cc1	-5.9	-11.5	-65.1	-9.9	-4.2	-108.8	-3.6	3.3
CCCC(=O)Nc1ccc(SCc2nnc(-c3ccccc3)o2)cc1	-2.2	1.2	-2.8	2.9	-5.4	0.0	4.4	66.2*
O=C(O)c1c[nH]c2ccccc12	-14.1	-17.4	-14.3	-2.1	1.5	0.8	1.3	-6.4
Cc1ccc(-c2nnc(-c3nnn(-c4ccc(C)cc4)c3C)o2)cc1	9.4	25.1	35.1*	0.0	22.6	4.4	3.8	14.6
Cc1ccc(-n2c(SCC(=O)c3ccccc3)nc3sc4c(c3c2=O)CCN(Cc2ccccc2)C4)cc1	-105.2	-74.0	-392.9	-29.3	-95.8	-25.2	-12.4	-62.5
CCc1ccc(-n2c(=O)c3cccnc3n2CC(=O)Nc2cccc(Cl)c2)cc1	8.5	5.0	-2.2	7.6	18.6	13.8	4.2	17.9
Cn1nc(C2CCCN(S(=O)(=O)c3ccccc3Cl)C2)c2nccnc21 (stereo not drawn)	-6.4	-4.7	-6.7	-1.9	-13.2	-1.3	1.6	-5.9
COc1cc(C2CCN(C(=O)NC3CCOCC3)CC2)on1	2.4	10.0	11.6	-2.1	6.1	2.4	1.3	1.5
CCCCOc1ccc(C(=O)n2ccn(S(=O)(=O)c3ccc(C)cc3)c2=O)cc1	6.3	-3.7	-5.4	-7.2	15.9	-6.6	16.1	-7.8
NC(=O)C1(Cc2ccc(-c3ccccc3)cc2)CCN(C(=O)Cc2ccccc2)CC1	-12.8	9.7	-5.3	0.0	-42.6	-2.6	-1.4	-6.7
CN1[C@H]2CCN(Cc3ccc(F)cc3)CC[C@@H]2Oc2ccccc2S1(=O)=O	9.0	-9.3	8.9	1.7	5.7	-0.1	0.7	3.9
O=S(=O)(Nc1cnc(N2CCCC2)nc1)c1ccc(C(F)(F)F)cc1	-2.7	7.4	2.6	0.6	-33.2	2.3	-1.4	6.2
O=C1NCCCn2cc(S(=O)(=O)N3CCN(c4ccccc4F)CC3)cc21	4.9	-28.2	-35.2	0.8	-119.9	-3.9	-0.7	0.8
C=C[C@@]1(C)CC[C@H]2C(=CC[C@@H]3[C@]2(C)CCC(=O)[C@]3(C)CO[C@@H]2O[C@H](CO)[C@@H](O)[C@@H](O)[C@@H]2O)C1	7.1	8.8	6.0	5.5	1.0	-39.6	-4.0	4.0
CC(C(=O)NCc1ccccc1)(C(F)(F)F)C(F)(F)F	18.4	8.8	10.9	3.6	0.8	3.4	1.9	-0.2
COCCNS(=O)(=O)c1ccc2c(c1)CCN2C(=O)C1CCC1	-0.1	3.0	-0.2	-2.4	-0.1	-1.2	-0.1	6.1
COc1ccc(Cl)cc1C(=O)Nc1nnc2n1CCCS2	2.1	-2.2	-2.2	0.1	-2.6	2.1	1.5	2.8
O=c1c2cnc3nc(-c4cccnc4)nn3c2ccn1Cc1ccccn1	-1.4	3.1	5.4	-3.9	5.9	-0.3	-0.2	3.1
O=c1c2cnc(N3CCCCC3)nc2ccn1Cc1cccnc1	-1.4	-8.8	1.8	-0.1	4.6	0.4	0.3	-3.6
COc1ccccc1N1CCN(C(=O)c2snnc2C)CC1	-5.1	0.2	1.4	1.5	1.8	0.8	2.9	4.3
Cc1ccc2nc(C3CN(S(=O)(=O)c4ccc5c(c4)OCCO5)C3)[nH]c2c1	-13.9	-19.3	-31.4	-2.8	-55.5	0.0	-1.5	-14.9
COc1cc2oc(=O)c(CC(=O)N3CCN(c4ccccc4F)CC3)c(C)c2cc1OC	-12.4	-17.0	-5.3	-3.8	-32.7	-3.9	-2.6	-12.5
CCOC(=O)[C@@H](O)[C@@H](C(=O)OCC)c1nc2c(OCc3ccccc3)nc(N)nc2n(C)c1=O	8.6	1.1	18.9	4.0	18.7	-5.0	-0.6	9.7
O=C(c1ccc2cc[nH]c2c1)N1C[C@@H]2C[C@H]1C[C@@H]2NS(=O)(=O)c1ccccc1	-2.1	-3.9	0.2	0.1	7.3	0.1	1.1	-0.2
Next records follow:
SMILES	OTUD3 inh	USP17 inh	USP30 inh	UCHL1 block	USP8 inh	USP7 block	USP10 inh	USP28 block
CN(C)S(=O)(=O)c1ccc(C(=O)Nc2c(C#N)oc3ccccc23)cc1	11.0	50.8*	25.5	3.8	0.3	6.7	11.0	27.4
O=S(=O)(NC1CCCc2ccccc21)c1ccc(F)cc1 (stereo not drawn)	13.1	13.1	33.8*	1.7	12.2	-20.8	6.8	18.8
COc1cccc(NC(=O)CCC(=O)Nc2ccc3nc(N4CCN(C)CC4)cc(C)c3c2)c1	4.2	-5.4	0.1	2.0	4.6	-1.9	-9.6	-1.3
CN1CC(=O)N2[C@H](Cc3c([nH]c4ccccc34)C2(C)C)C1=O	0.0	16.0	5.1	-1.0	-13.4	-2.0	-0.5	0.1
CC(C)(C)c1ccc(NC(=O)Nc2ccc3ccccc3n2)cc1	-8.6	1.4	0.1	-1.4	17.8	5.1	-0.6	-3.4
Cn1c(=O)c(-c2ccc(C(=O)NCc3cccc(Cl)c3)cc2)nc2cccnc21	19.1	66.9*	82.3*	5.1	43.3*	5.0	10.8	18.6
CCCNC(=O)c1oc2ccc3c(c2c1C)C(=O)CC1(CCCC1)O3	5.2	20.4	39.4*	3.7	10.3	-1.9	5.8	14.7
Cc1ccccc1NC(=O)CCCN1C(=O)c2cccnc2Sc2ccccc21	-2.5	-5.4	-13.9	-1.7	-9.3	2.2	-1.7	-3.4
COc1ccc(CCNC(=O)[C@H](C(C)C)N2C(=O)N3CCc4c([nH]c5ccccc45)[C@@]3(C)C2=O)cc1OC	-3.4	-3.2	-11.5	0.6	-3.2	0.0	-0.9	-7.4
Cc1ccc(-n2cc(C(=O)NCc3ccc4c(c3)OCO4)nn2)cc1	15.7	13.9	21.6	1.2	20.0	4.6	2.8	9.4
O=C(Nc1ccccc1F)c1cc(C2CC2)n2nccc2n1	9.6	7.9	16.7	4.4	2.6	3.0	-0.4	9.8
CCOc1nc2cccnc2n(CC(=O)Nc2ccc3c(c2)OCO3)c1=O	-40.7	-51.9	-174.1	-2.6	-13.4	-0.5	0.0	-35.5
COC(=O)COc1cccc2c(=O)n(CC(=O)N3CCc4ccccc43)ccc12	29.2	35.8*	37.0*	2.5	29.3	0.2	2.7	36.0*
COc1ccc(CCNC(=O)CSc2cc(=O)n(C)c3cc(Cl)ccc23)cc1OC	4.4	37.6*	29.8	-0.1	-1.1	-0.9	-0.8	5.9
CC1CCN(C(=O)C2CCN(c3cc(N4CCCCC4)ncn3)CC2)CC1	1.4	-12.9	-4.4	-0.1	-65.0	-6.5	-8.8	-0.4
Cc1cc(C(=O)N[C@H]2[C@H](O)[C@H](O)C[C@@H]2c2ccccc2C)no1	-3.7	2.0	-0.9	-4.0	-24.4	0.1	-1.1	-9.9
Cc1cccc(C(=O)Nc2c(C(=O)N3CCOCC3)oc3ccccc23)c1	8.4	5.5	18.1	3.1	11.8	-7.9	3.6	23.5
Cc1ccc(NC(=O)CN2C(=O)CSCC2=O)cc1Cl	-0.6	-2.2	7.0	-1.1	-2.3	-2.9	-4.3	3.9

Screening results as filed in PubChem.
